# High-throughput results as filed in PubChem.
# Pf apPOL inh – Pf-apPOL DNA polymerase inhibition | Recombinant Pf-apPOL, molecular beacon fluorescence, 1.5 h | inhibition, % at 10 µM | hit rate 0.25% among 210,000 | AID 1794808
# mHTT-CaM PPI inh – disrupts binding of mutant huntingtin to calmodulin | AlphaScreen His-mHTT/GST-CaM binding, luminescence | inhibition, % at 15 µM | hit rate 3.6% among 190,000;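 also: 0% = both proteins with DMSO and 100% = one protein alone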
# * marks the source's active call; other numbers are inactive results; i = inactive; x = not tested or not shown; & = joins results of further samples. Rule as the data show it: active = inhibition above about 50%; inactive = the rest.
SMILES,Pf apPOL inh,mHTT-CaM PPI inh
COc1ccccc1-c1noc(C2CCCN2C(=O)Cc2cccc(F)c2)n1 (configuration not stated),-2,-3
COc1ccc(/C=C(\NC(=O)c2ccco2)C(=O)Nc2ccc(C)cc2)cc1,3,26
CCOc1cc2c(cc1OCC)C1CC(=O)N(c3ccc(CC)cc3)C(=O)N1CC2 (configuration not stated),-2,1
COc1ccc(C(=O)Nc2cccc3c2CCCC3)cc1[N+](=O)[O-],0,3
Cc1ccc(CNC(=O)N2CCC(C(=O)NCc3csc(-c4ccccc4)n3)CC2)cc1,-2,-6
Cc1cc(-c2ccccc2C(=O)Nc2ccccc2O)on1,0,x
OC(CCN1CCCCC1)c1ccc(-c2ccccc2)cc1 (configuration not stated),-4,x
O=C(CCC1CCCC1)N1CCCC1c1nc(-c2cccc(Cl)c2)no1 (configuration not stated),-3,-17
O=C1OC(/C=C/c2ccc(Cl)cc2)=NC/1=C\C=C\c1ccccc1,-2,-3
Cc1cc(C)cc(-n2nnc(C(=O)NCc3ccccc3)c2N)c1,1,-3
O=C1NCCCCC1N1CCS(=O)(=O)CC1 (configuration not stated),-6,x
CCCC(=O)Nc1ccc(NC(=O)c2ccccc2OC)cc1,-4,-4
O=C1c2ccccc2S(=O)(=O)N1CCCCOc1ccc(Cl)cc1,3,-1
O=C(Nc1cccc(Cl)c1)c1ccc(-c2cncnc2)nc1,-1,-5
O=[N+]([O-])c1ccc(Nc2nc(Cl)nc(Cl)n2)cc1,1,5
Cc1ccc(CNC(=O)C2CCN(c3cncnc3N3CCOCC3)CC2)cc1,-1,18
COc1ccc(C2Nc3ccccc3NC3=C2C(=O)CC(c2ccccc2Cl)C3)c(OC)c1 (configuration not stated),-24,49
S=C(c1ccc2c(c1)OCCO2)N1CCOCC1,x,0
CC(=O)Nc1ccc(C(=O)CSc2nc(C)cc(=O)[nH]2)cc1,-1,1
CCOc1ccc(-c2csc(/C(C#N)=C/Nc3ccc([N+](=O)[O-])cc3)n2)cc1,-1,-3
CC(=O)Oc1ccc2c(c1)OC(=Cc1c(F)cccc1Cl)C2=O,-8,0
OCCCCC1OC2CCCCC2C2=CCCCC21 (configuration not stated),-7,-7
O=S(=O)(C1CC1)N1CCC(c2nc(-c3ccccc3)no2)C1 (configuration not stated),-13,-9
COC(=O)Nc1ccc(S(=O)(=O)N2CCCC(C(=O)Nc3cccnc3)C2)cc1 (configuration not stated),4,-1
CC(C)(C)c1cc(-c2n[nH]c(=S)n2-c2ccccc2)n(Cc2ccc(Cl)cc2Cl)n1,-8&-16,x
Cc1ccnc(NC(=O)c2noc3c2CCCC3)c1,-3,1
COc1cccc(CC(=O)N2CCC(c3nc(C(=O)N4CCCCC4)c(C)o3)CC2)c1,-6,15
CC1(C)OCC2(CO1)CN(C(=O)c1cccc3ccccc13)C2,-4,-3
OC(COCc1ccc2c(c1)OCO2)CN1CCN(c2cccc(Cl)c2)CC1 (configuration not stated),-3,9
Cc1cc(C(=O)N2CCC(c3nc(C(=O)N4CCSCC4)c(C)o3)CC2)no1,0,6
C=CCOc1ccc(/C=C2/C(=O)N(c3cccc(Cl)c3)N=C2C)cc1OC,-6,17
COc1ccc(-n2nc3ccc(NC(=O)CSc4ccc(Cl)cc4)cc3n2)cc1,-4,5
CN(Cc1ccccc1)C(=O)c1cnc(N2CCN(c3ccccn3)CC2)c2ccccc12,1,25
COc1ccc(N2CCN(c3nc(OC)nc(OC)n3)CC2)cc1,-8,17
Cc1cccc(CNc2nnc(-c3nc(C4CC4)no3)c3ccccc23)c1,-3,15
CC(=O)Nc1ccc(N/C(C)=C/C(=O)c2ccc(Cl)cc2)cc1,-6,15
On1onc2c3c4c(nc3ccc21)CCCC4,x,43
O=C(NNC(=O)c1cnn(-c2ccc(Cl)cc2)c1C(F)(F)F)C1=Cc2cc(Cl)ccc2OC1,-8,x
Nc1nc(-c2ccc3c(c2)OCO3)cs1,1,8
ON=C1CCCc2nonc21,-4,x
Cc1cccc(CNC(=O)C2CCCN(c3nnc4ccccn34)C2)c1 (configuration not stated),0,1
CC(=O)Nc1ccc(NC(=O)NC2(c3ccccc3)CC2)cc1,-3,0
CCOC(=O)C(C)Oc1ccc2c(c1)OC(=Cc1cc(Cl)cc3c1OCOC3)C2=O (configuration not stated),-7&2,4&-1
CS(=O)(=O)N1CCN(Cc2ccc(Br)cc2)CC1,-5,-2
O=C(Cc1c[nH]c2ccccc12)Nc1ccc(Nc2cc(-n3ccnc3)ncn2)cc1,-4,37
COc1cc(C2=N/C(=C\c3ccc(C(C)(C)C)cc3)C(=O)O2)cc(OC)c1OC,3,3
O=C(Nc1cccc(Cl)c1)/C(=C/c1cccs1)NC(=O)c1cccs1,-12,26
COc1ccc2oc(=O)c(-c3csc(Nc4cccc(C(C)=O)c4)n3)cc2c1,0,2
O=C(COc1ccccc1)Nc1ccccc1C(=O)Nc1ccccc1,-12,-5
O=C(COc1ncnc2cc(Cl)ccc12)Nc1cccc(C(F)(F)F)c1,5,x
N/C(=N\OS(=O)(=O)c1ccc(Cl)cc1)c1cccnc1,2,i
CCc1ccccc1NC(=O)C1(C)Oc2cccnc2NC1=O (configuration not stated),3,0
CC1(c2cnc(Nc3ccccc3)s2)CCC(=O)O1 (configuration not stated),-4,-1
CCC(=O)Oc1ccc2c(=O)c(-c3ccccc3OC)coc2c1,-3,16
Cc1ccnc(NS(=O)(=O)c2ccc(NC(=O)C(C)C)cc2)n1,-7,-6
COc1cccc(/C=C2/SC(=Nc3ccccc3Cl)NC2=O)c1,-55,52*
CC1(CNC(=O)c2cc(Cl)ccc2Cl)C2CC3CC(C2)CC1C3 (configuration not stated),-10,-8
Oc1c(C(c2ccncc2)N2CCOCC2)ccc2cccnc12 (configuration not stated),-6,100*
COCCNC(=O)c1c[nH]c2ccc(S(=O)(=O)Nc3cccc(Cl)c3C)cc2c1=O,-12,29
O=C(COc1cccc([N+](=O)[O-])c1)Nc1ccc(-c2nnc(-c3ccco3)o2)cc1,0,-5

# The results go on.
SMILES,Pf apPOL inh,mHTT-CaM PPI inh
Cn1nc(-c2ccccc2)cc1NC(=O)c1nccnc1C(=O)O,1,x
Brc1ccc(CSC2=NCN(Cc3cccnc3)CN2)cc1,-30,x
COc1cc2nc(C(C)(C)C)oc(=O)c2cc1OC,1,x
CC1CN(C)C(C)CC1NCc1ccccc1 (configuration not stated),1,-4
Cc1ccccc1N1C(N)=C(C#N)C(c2ccc3c(c2)OCO3)C2=C1CCCC2=O (configuration not stated),5,22
CCCCOc1ccccc1C(=O)N1CCCCC1CCN1CCCC1 (configuration not stated),-16,-4
O=C(Nc1cccc(-c2csc(NCc3ccco3)n2)c1)c1ccccc1,-6,21
CCN(CC)C(=O)Cn1cnc2sc(C(=O)Nc3ccc(F)cc3Cl)c(C)c2c1=O,0,13
COc1cccc(C2Oc3ccccc3C3=C2C(c2ccc(F)cc2)n2ncnc2N3)c1 (configuration not stated),-1,19
Cc1cc(N2CCCCCC2)n2nc(CN3CCCCC3C)nc2n1 (configuration not stated),4,7
COc1ccc(C(=O)NCCc2nc3ccccc3[nH]2)cc1,-5,2
CCc1ccc(C(=O)N2CCCC(c3nc(CCNC(=O)C(C)C)cs3)C2)cc1 (configuration not stated),-4,3
CC(C)CNc1nnc(-c2nc(C3CC3)no2)c2ccccc12,-9,9
Cc1ccccc1NC(=O)N1CCCC(CNC(=O)C(C)C)C1 (configuration not stated),0,-3
Cc1ccc(OCC(=O)Nc2ccc(-c3nc4ncccc4o3)cc2)c(C)c1,2&-4,4&2
CCN(CC)CCN(C)Cc1cccs1,-9,2
CCCC(=O)Nc1ccc(NC(=O)COc2ccc(Cl)cc2Cl)cc1,6,9
O=C(Nc1ccc2c(c1)OCO2)C1CCc2sc(C(=O)N3CCCCCC3)cc2C1 (configuration not stated),0,7
S=c1[nH]c2ccccc2n1-c1ccccc1,x,-1
O=C(NCc1ccc(F)cc1)C1CCN(S(=O)(=O)N2CCOCC2)CC1,-5,15
Cc1noc(C)c1S(=O)(=O)N=CN(C)C,-5&-9,x
O=S(=O)(c1ccc2c(c1)CCC2)N1CCCC1c1nc(-c2ccc(Cl)cc2)no1 (configuration not stated),4,-1
CN(Cc1ccccc1)C(NC(=O)c1ccco1)C(=O)c1ccccc1 (configuration not stated),-4,6
CN(C)c1ccc(C=Nc2ccc3c(c2)OCCO3)cc1,-1,23

# Four entries from above in a different format.
molecule: OCCCCC1OC2CCCCC2C2=CCCCC21 (configuration not stated)
  Pf apPOL inh = -7; mHTT-CaM PPI inh = -7

molecule: Cc1ccc(OCC(=O)Nc2ccc(-c3nc4ncccc4o3)cc2)c(C)c1
  Pf apPOL inh = 2&-4; mHTT-CaM PPI inh = 4&2

molecule: Cc1cccc(CNc2nnc(-c3nc(C4CC4)no3)c3ccccc23)c1
  Pf apPOL inh = -3; mHTT-CaM PPI inh = 15

molecule: Nc1nc(-c2ccc3c(c2)OCO3)cs1
  Pf apPOL inh = 1; mHTT-CaM PPI inh = 8

# (next part)
SMILES,Pf apPOL inh,mHTT-CaM PPI inh
CC(=O)C1=C(O)C(=O)N(c2ccc(Br)cc2)C1c1ccc(Cl)cc1 (configuration not stated),-9,43
Cc1cccc(-c2ccc(C=O)o2)c1Cl,-3,9
N#CC1=C(N)SC(N)=C(C#N)C1,1,22
CC(C)(C)C(=O)N1CCC2(CC1)Nc1cccnc1NC2=NCc1ccccc1,-5,0
CNC(=S)Nc1ccc(Br)cc1,x,-11
Cc1nc(CCNC(=O)C2CCN(S(=O)(=O)c3cccc(Cl)c3)CC2)cs1,-1,-2
Cc1c(C(=O)N(C)c2ccccc2)oc2ccccc12,0,-17
Cc1ccc2c(c1)N(C(=O)Cn1cnc(-c3nc(C)cs3)c1)CCO2,-3,10
Fc1ccc(C2=NN(c3ccccc3)C(c3ccco3)C2)cc1 (configuration not stated),-15,-63
CNC(=O)Nc1ccc(Oc2cncc(Cl)c2)nc1,-16,x
COc1ccc(NC(=O)COc2ccc(Cl)c(C)c2)c([N+](=O)[O-])c1,0,7
N#CC1=C(N)N(c2ncn[nH]2)C2=C(C(=O)CC(c3ccccc3)C2)C1c1cccc(Cl)c1 (configuration not stated),-6,27

# Continued; the last 3 above are carried over.
SMILES,Pf apPOL inh,mHTT-CaM PPI inh
CNC(=O)Nc1ccc(Oc2cncc(Cl)c2)nc1,-16,x
COc1ccc(NC(=O)COc2ccc(Cl)c(C)c2)c([N+](=O)[O-])c1,0,7
N#CC1=C(N)N(c2ncn[nH]2)C2=C(C(=O)CC(c3ccccc3)C2)C1c1cccc(Cl)c1 (configuration not stated),-6,27
O=C(CN1C(=O)C2(OCCO2)c2ccccc21)c1ccccc1,2,-3
CCS(=O)(=O)N1CCN(C(=O)c2cccnc2)CC1,-9,0
Cc1cc(Cl)ccc1N(CC(N)=O)S(C)(=O)=O,-4,4
CC(=O)Nc1ccc(S(=O)(=O)Nn2cnnc2)cc1,5,0
Cc1ccc(NC(=O)N2CCC(n3cnc4ccc(C)cc4c3=O)CC2)c(Cl)c1,0,-1
COc1ccc(CNC(=O)C2(C)CCCN(C(=O)c3ccccc3OC)C2)cc1 (configuration not stated),-7,4
COC(=O)c1ccc(NC(=O)CSc2nnc(-c3cccs3)n2-n2cccc2)cc1,-4,2
O=C1CCCN1c1ccc(NC2(c3ccccc3)C(=O)c3ccccc3C2=O)cc1,-6,1
CN(C)S(=O)(=O)N1CCN(c2ccccc2)CC1,x,-10
CC1CCN(S(=O)(=O)N2CCC(C(=O)NC3CCCCC3C)CC2)CC1 (configuration not stated),-10,-6
CCN(CC)c1ccc(-c2nc(-c3cccc(F)c3)no2)cn1,0,-8
CCCCN(CC)C(=O)C1c2cc(OC)c(OC)cc2C(=O)N(C)C1c1ccc(SC)cc1 (configuration not stated),2,34
Cc1ccc(C(=O)N2CCCCCC2)cc1Br,-5,-10
O=C(NC(=O)N1CCCC1)c1ccc(Oc2cc(Cl)cc(Cl)c2)c([N+](=O)[O-])c1,0,x
COc1ccc(C(=O)CSc2nc(C)cc(C)n2)cc1,-5,-2
CCc1ccccc1N1CC(c2nc3ccccc3n2C)CC1=O (configuration not stated),-5,-2
Cc1nn(-c2ccccc2)c2nc3ccccc3c(N3CCOCC3)c12,-2,x
CCOC(=O)C1C(=O)C=C(c2cccc(OC)c2)CC1c1ccc(CC)cc1 (configuration not stated),0,-22
Cc1[nH]nc(NC(=O)CC(C)C)c1-c1ccccc1,1,4
CN(C)C(=O)C1CC(=O)N(C2CCCC2)C1 (configuration not stated),-1,-3
Cc1ccc(-c2noc(CC(=O)N3CCCCC3)n2)cc1,-3,-3
O=C(CSc1nnc(-c2ccco2)c(-c2ccco2)n1)Nc1cnc2ccccc2c1,-1,93*
O=C(NC1CCCC1)c1cn(-c2cccc(Cl)c2)nn1,1,-6

# Entries listed so far with a thiophene ring, fused or not:
SMILES,Pf apPOL inh,mHTT-CaM PPI inh
O=C(Nc1cccc(Cl)c1)/C(=C/c1cccs1)NC(=O)c1cccs1,-12,26
CCN(CC)C(=O)Cn1cnc2sc(C(=O)Nc3ccc(F)cc3Cl)c(C)c2c1=O,0,13
CCN(CC)CCN(C)Cc1cccs1,-9,2
O=C(Nc1ccc2c(c1)OCO2)C1CCc2sc(C(=O)N3CCCCCC3)cc2C1 (configuration not stated),0,7
COC(=O)c1ccc(NC(=O)CSc2nnc(-c3cccs3)n2-n2cccc2)cc1,-4,2

# These rows are one share of the data (hit frequency here may not be typical).
